OXTR potentiator – potentiates the human oxytocin receptor response | actives 0.061% (n = 320,000) | CHO-OTR cells, Fluo-8 calcium fluorescence, potentiator mode; 0% = oxytocin EC15, 100% = EC100 | activation, % at 3 µM | P30559 | AID 2445;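 active = activation above that plate's cutoff, the mean activation of tested compounds plus 3 SD, cut at about 6.6% in these data, passing the limit was not always enough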;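 note: 100% uses oxytocin at 75 nM as the full agonist control; some results filed as inactive read as strong as hits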
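Assay system: CHO cell line stably expressing human OTR. Reagent: EC15 oxytocin agonist. Dosing: single dose, 3.0 µM nominal final compound concentration. Timing: compound 6 min at room temperature before oxytocin, 100 s read. Signal: kinetic Fluo-8 calcium fluorescence. Controls: oxytocin EC15 low and EC100 high.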
CHO-K1 Ca ag – counter-screen for M1 agonists: effect in parental CHO-K1 cells. AID 602248. activation, % at 3 µM. Fluo-8 calcium fluorescence; scaled to maximal ATP response, vehicle zero. actives 0.48% (n = 360,000); in the data active = activation above about 15%;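 note: untransfected CHO-K1 host cells lacking M1 receptor as counterscreen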
CHO-K1 Ca antag – nonselective inhibitor or artifact in parental CHO-K1 cells. AID 602250. ATP-induced calcium, Fluo-8 fluorescence. inhibition, % at 3 µM. actives 0.6% (n = 360,000);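 active = inhibition above a per-plate cutoff, the plate's mean sample inhibition plus 3 SD, cut at about 24% in these data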;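 note: 0% = DMSO plus EC80 ATP and 100% = DMSO alone without ATP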
TAAR1 antag – human TAAR1 antagonism; CHO RD-HGA16 TAAR1, Fluo-8 calcium fluorescence, antagonist; actives 1.5% (n = 360,000); inhibition, % at 3 µM;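 active = inhibition above a per-plate cutoff, the mean inhibition of test compounds on that plate plus 3 SD, cut at about 49% in these data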;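 note: 0% = DMSO plus EC80 beta-PEA response and 100% = DMSO alone without agonist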
Target sequence (Q96RJ0 whole entry, looked up): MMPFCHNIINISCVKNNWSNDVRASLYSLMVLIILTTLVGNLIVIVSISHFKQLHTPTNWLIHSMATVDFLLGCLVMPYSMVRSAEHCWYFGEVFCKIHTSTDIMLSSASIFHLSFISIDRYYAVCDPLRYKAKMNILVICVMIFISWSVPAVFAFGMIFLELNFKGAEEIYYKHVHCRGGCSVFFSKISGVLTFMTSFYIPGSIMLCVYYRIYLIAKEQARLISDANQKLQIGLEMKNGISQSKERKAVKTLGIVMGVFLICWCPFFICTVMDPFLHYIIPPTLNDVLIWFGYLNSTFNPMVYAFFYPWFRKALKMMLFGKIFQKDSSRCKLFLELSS
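System: CHO RD-HGA16 cells bearing hTAAR1. Reagent: EC80 β-phenethylamine stimulus. Schedule: seeding 17-24 h prior, 75-min 37 °C, 30-min RT dye loading. Signal: Fluo-8 intracellular calcium dye fluorescence, real-time kinetic reads. Read-out: % inhibition from peak post-agonist over basal fluorescence ratio. Benchmarks: vehicle wells and EC80 agonist wells. Replicates: n of 1.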
V1R ag counter – V1a receptor agonism, counter-screen for OXTR agonists; P37288; CHO-V1R cells, Fluo-8 calcium fluorescence, agonist mode; 0% DMSO, 100% 3 nM vasopressin; activation, % at 3 µM; actives 0.25% (n = 320,000); AID 2797;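 active = activation above the mean activation of all tested compounds plus 3 SD, per screening run, cut at about 20% in these data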;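 note: signal is peak over basal fluorescence ratio across a 100 second FLIPR read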
Target sequence (P37288 whole entry, looked up): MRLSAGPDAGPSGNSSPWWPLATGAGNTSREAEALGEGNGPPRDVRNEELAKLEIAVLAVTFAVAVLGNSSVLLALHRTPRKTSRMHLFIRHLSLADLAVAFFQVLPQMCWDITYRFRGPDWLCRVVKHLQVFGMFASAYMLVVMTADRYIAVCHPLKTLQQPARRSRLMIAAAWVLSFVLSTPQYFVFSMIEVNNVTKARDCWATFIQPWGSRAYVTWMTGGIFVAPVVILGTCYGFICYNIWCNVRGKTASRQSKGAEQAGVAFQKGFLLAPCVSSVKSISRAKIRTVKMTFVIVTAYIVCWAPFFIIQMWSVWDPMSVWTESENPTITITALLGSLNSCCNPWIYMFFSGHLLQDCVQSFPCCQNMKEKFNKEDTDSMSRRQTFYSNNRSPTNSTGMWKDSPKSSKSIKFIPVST
CHO-K1 Ca PAM – nonselective activator or artifact in parental CHO-K1 calcium assay; ATP EC20, Fluo-8 calcium fluorescence; 0% at ATP EC20, 100% at ATP max; activation, % at 3 µM; actives 0.02% (n = 360,000);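 active = activation above the run cutoff, the mean activation of all test compounds plus 3 SD, cut at about 40% in these data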;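 note: peak over basal fluorescence ratio in a 140 s read after ATP addition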
CHO parental Ca – counter-screen for OX1R antagonists: effect in parental CHO cells. parental CHO-K1, ATP-induced calcium, Fluo-8 fluorescence. inhibition, % at 5.6 µM. actives 0.63% (n = 330,000). AID 463079;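 active = inhibition above that plate's mean sample inhibition plus 3 SD, cut at about 26% in these data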;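 note: 0% = ATP-challenged DMSO wells and 100% = DMSO wells without ATP; some compounds past the cut are filed as inactive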
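Assay system: untransfected parental CHO cell line. Also added: ATP agonist challenge. Dosing: one dose, 5.6 µM nominal. Measured by: Fluo-8 fluorescence. Read-out: % inhibition. Benchmarks: ATP wells versus no-ATP DMSO wells. Repeats: no replicates.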
TAAR1 agonist – human TAAR1 agonism. activation, % at 3 µM. Q96RJ0. CHO RD-HGA16 TAAR1, Fluo-8 calcium fluorescence; vehicle wells 0%, saturating PEA agonist 100%. AID 624467. actives 0.99% (n = 360,000);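 active = activation above the mean activation of all test compounds in the run plus 3 SD, cut at about 38% in these data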
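Repeats: no replicates (n 1) | Material: CHO-derived RD-HGA16 cells with stable Gα16 and human TAAR1 | Technique: Kinetic Fluo-8 calcium fluorescence | Schedule: 17-24 h seeding, 75 min 37 °C dye, 30 min RT | Evaluation: % activation from peak over basal fluorescence ratio, DMSO-to-PEA scaled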
M1 ag – activates human CHRM1 receptor; activation, % at 3 µM; actives 0.33% (n = 360,000); CHO-K1 hM1, Fluo-8 calcium fluorescence, agonist mode; 0% DMSO, 100% acetylcholine EC100;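 active = activation above the run's mean compound activation plus 3 SD, cut at about 16% in these data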;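 note: peak over basal fluorescence ratio within a 140 s kinetic read after compound addition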
Active calls of the source: *; / = no result given.

Start of the data: the first 5 entries, to show the layout:
SMILES	OXTR potentiator	CHO-K1 Ca ag	CHO-K1 Ca antag	TAAR1 antag	V1R ag counter	CHO-K1 Ca PAM	CHO parental Ca	TAAR1 agonist	M1 ag
CCC(C)NS(=O)(=O)c1ccc(OCC(=O)N2CCCCC2)cc1 (configuration not stated)	-0.5	1.2	-25.9	-1.0	0.9	9.1	-13.9	8.5	-2.6
CN(CC(=O)NC(=O)NCc1ccco1)Cc1nc2ccccc2c(=O)[nH]1	-1.4	1.0	-25.5	-2.5	-0.2	20.1	-16.7	7.8	-5.3
NC(=O)c1cc2cc(Br)ccc2oc1=NCc1ccccc1	-10.3	0.1	-2.1	7.7	-0.6	9.2	-18.1	2.8	1.0
CCOc1ccc(Cl)cc1CNc1nnnn1CC	-8.9	0.3	-7.6	-5.0	-0.3	13.3	13.9	1.2	-4.3
COc1ccccc1N1C(=NC(=O)CCc2ccccc2)SC2CS(=O)(=O)CC21 (configuration not stated)	-2.6	0.2	-3.2	-0.9	0.3	11.9	-9.5	1.0	-3.2

The whole of this part, previewed entries included:
SMILES	OXTR potentiator	CHO-K1 Ca ag	CHO-K1 Ca antag	TAAR1 antag	V1R ag counter	CHO-K1 Ca PAM	CHO parental Ca	TAAR1 agonist	M1 ag
CCC(C)NS(=O)(=O)c1ccc(OCC(=O)N2CCCCC2)cc1 (configuration not stated)	-0.5	1.2	-25.9	-1.0	0.9	9.1	-13.9	8.5	-2.6
CN(CC(=O)NC(=O)NCc1ccco1)Cc1nc2ccccc2c(=O)[nH]1	-1.4	1.0	-25.5	-2.5	-0.2	20.1	-16.7	7.8	-5.3
NC(=O)c1cc2cc(Br)ccc2oc1=NCc1ccccc1	-10.3	0.1	-2.1	7.7	-0.6	9.2	-18.1	2.8	1.0
CCOc1ccc(Cl)cc1CNc1nnnn1CC	-8.9	0.3	-7.6	-5.0	-0.3	13.3	13.9	1.2	-4.3
COc1ccccc1N1C(=NC(=O)CCc2ccccc2)SC2CS(=O)(=O)CC21 (configuration not stated)	-2.6	0.2	-3.2	-0.9	0.3	11.9	-9.5	1.0	-3.2
Cn1cccc1-c1cc(C(=O)N/N=C/C=C/c2ccccc2)[nH]n1	-2.8	1.8	0.3	16.7	0.3	12.4	-29.6	11.9	-0.4
Cc1ccccc1C(=O)NCCOc1ccccc1Cl	-13.6	14.3	9.3	-12.6	-0.3	10.0	-7.6	0.5	-3.5
COc1cccc(NC(=O)CCNS(=O)(=O)c2ccc3c(c2)oc(=O)n3C)c1	-8.4	0.1	6.5	-3.3	-1.4	14.2	-9.8	0.2	2.8
COCCNC(=O)C1CCCN(C(=O)c2ccc(C(F)(F)F)nc2C)CC1 (configuration not stated)	/	0.6	-4.8	-4.2	/	9.9	/	4.1	-2.9
C[C@@H](CN=[N+]=[N-])CN1CC[C@H](O)CCC1=O	-8.0	0.2	-6.9	-5.8	-0.1	5.3	-7.0	14.3	-3.9
CC(=O)N1CCN(C(=O)c2cc(-c3ccc(C)o3)nc3ccccc23)CC1	1.1	2.8	-4.7	-1.2	-0.7	2.6	0.4	5.6	-2.1
O=C(Nc1cccc(S(=O)(=O)N2CCOCC2)c1)c1ccccn1	-2.1	0.2	-1.3	3.8	0.2	11.5	-10.7	0.6	-3.8
COc1ccc2c(c1OC)CN(C)CCc1cc3c(cc1C(=O)C2)OCO3	1.5	1.1	-3.5	-13.0	0.9	-5.7	4.8	0.6	-7.7
O=C(N/N=C/c1cccc([N+](=O)[O-])c1)c1ccncc1	-2.3	1.5	-20.4	7.9	1.5	19.6	-3.2	0.7	-1.5
COc1ccc(CCNC(=O)COc2ccc3c(c2)OCO3)cc1	-6.3	0.4	-18.5	-15.4	0.0	14.8	-4.8	-0.5	-3.0
COc1cccc(N2CCN(S(=O)(=O)c3ccc(-n4cnnn4)cc3)CC2)c1	-4.3	0.7	-10.3	-3.8	-0.3	-6.2	-13.3	1.0	-0.5
Cc1csc(SCC(=O)NC2CCS(=O)(=O)C2)n1 (configuration not stated)	-7.9	1.2	-12.8	-12.7	0.6	4.3	-6.8	1.3	-1.9
COc1ccccc1NC(=O)Cn1c(=O)c(N(C)C)c(N)n(C)c1=O	-3.4	0.4	-6.9	8.0	1.7	22.9	-0.2	2.1	-0.1
COc1ccc2nc(C(F)(F)C(F)(F)F)c(C#N)c(N)c2c1	-15.2	2.7	-16.6	4.9	3.7	20.6	-3.7	42.3*	-3.5
CCc1nnc(NC(=O)C2c3ccccc3Oc3ccccc32)s1	-6.0	6.7	-19.7	-24.4	5.3	35.5	-40.7	51.2*	1.4
COc1ccc(C(c2nnnn2Cc2ccccc2)N2CCN(c3nc4ccccc4s3)CC2)cc1 (configuration not stated)	-3.8	0.4	-12.6	6.0	1.2	5.2	-10.6	17.5	1.2
Cc1ccc(S(=O)(=O)N2C[C@H]3n4c(=O)ccc(=O)n4C[C@H](OC(=O)NCc4ccccc4)[C@@]3(O)C2)cc1	/	1.1	-17.6	2.9	/	24.8	/	-0.3	-7.3
COc1cc(CO)ccc1OCC(=O)N1CCc2ccccc21	-1.8	0.2	12.3	-10.8	8.4	-23.5	-13.9	1.6	-4.1
NS(=O)(=O)c1cccc(NC(=O)CSc2nnc(-c3ccccc3F)n2C2CC2)c1	0.9	-0.1	-25.7	-30.5	0.1	20.4	-3.9	0.2	-4.5
Cc1ccc(S(=O)(=O)C2C(=O)NC3(C)CC2c2ccccc2O3)cc1 (configuration not stated)	3.9	1.2	-12.2	6.6	-0.5	23.7	-6.0	2.4	-5.3
COc1cc2c(C(=O)OCCN(C)C)c(CSc3ccccc3)n(C)c2cc1Br	-18.7	-0.5	-3.7	-18.0	-0.4	-9.7	-6.3	-0.2	-1.8
CC1=C(C(=O)OCc2ccccc2)C(c2cccs2)NC(=O)N1CCCC(=O)O (configuration not stated)	1.4	-0.2	-5.6	-4.8	0.8	-11.7	-12.4	9.0	-3.4
Cc1cccc2cc(CN(Cc3ccco3)S(=O)(=O)c3ccc4c(c3)OCCO4)c(=O)[nH]c12	-6.9	0.3	-1.3	45.5	5.5	5.9	-25.6	18.8	-3.2
CC(=O)N(CCC1(c2ccc(C)cc2)CCOC(C(C)C)C1)Cc1ccco1 (configuration not stated)	-4.2	3.8	-4.5	-18.1	-2.2	-2.1	-26.4	0.5	-2.9
CCn1cc(C(=O)N(C)CC(OC)OC)c(=O)c2cc(S(=O)(=O)N3CCOCC3)ccc21	-7.0	0.8	-8.6	-7.5	0.5	12.2	3.6	1.6	-0.8
Cc1ccc(OCC(=O)N2CCCCC2)c(Br)c1	1.0	0.0	-16.0	-5.9	-1.7	6.8	-12.6	7.5	-1.0
CN1CCCc2cc(C=O)ccc21	-3.9	-0.2	-4.3	-1.6	4.8	19.3	-2.1	10.2	-3.3
CCOC(=O)c1ccccc1NC(=S)N1CCC(C)CC1	4.9	0.7	-4.7	9.7	-0.5	24.8	-11.9	-4.1	-10.1
CCCn1cc([C@@H]2C[C@H]3CN(Cc4cccc(Cl)c4)C(=O)[C@]34CCCN24)c(C)n1	1.0	0.3	-7.5	-14.6	0.2	12.8	-24.7	7.6	-7.7
CCN(CC(O)c1cccc(O)c1)C(=O)C12CC3CC(CC(C3)C1)C2 (configuration not stated)	-3.5	2.0	-6.5	-9.0	0.0	3.4	-14.2	5.5	-5.6
CC(=O)Nc1ccccc1C(=O)N1CC(C)OC(C)C1 (configuration not stated)	-2.3	0.2	-7.3	6.8	2.4	15.3	2.8	-0.2	1.4
O=C1c2cccnc2C(=O)N1Cc1ccc(S(=O)(=O)N2CCN(c3ccccc3)CC2)cc1	-0.9	0.2	6.5	-14.6	0.8	-7.7	-9.9	0.7	-0.9
CCOC(=O)c1cc(-c2ccccc2)n(CC(=O)N2CCCC2)c1C	-4.0	2.0	3.8	4.3	0.0	9.5	-9.3	8.1	-1.1
COC(=O)C1(Cc2ccc(O)cc2)OC(=O)C(O)=C1c1ccc(O)cc1 (configuration not stated)	-1.6	0.1	6.4	-12.9	1.1	0.3	-9.1	0.8	-2.1
CC(C)C[C@H](NC(=O)c1[nH]cnc1C(=O)Nc1ccc(CNC(=O)OC(C)(C)C)cc1)C(=O)OCc1ccccc1	-9.3	-0.3	7.0	52.8*	0.9	0.2	-3.0	15.8	0.6
COc1cc(SC)ccc1C(=O)N1CCCCCC1	-2.3	0.4	-2.0	3.4	0.8	9.7	-2.6	-0.5	-2.9
CCC(=O)N(C)C[C@H]1Oc2ncc(C#Cc3ccncc3)cc2C(=O)N([C@@H](C)CO)C[C@@H]1C	/	0.6	-7.2	-10.6	/	12.3	/	1.8	-0.9
CC1CC2(NC(=O)NC2=O)C(C)CN1C (configuration not stated)	-7.1	-0.2	4.1	16.5	0.4	-6.4	-8.7	1.7	-2.9
Cn1cc(-c2cccc(C(F)(F)F)c2)cc(C#N)c1=O	-10.1	0.3	-11.5	-9.1	-0.4	5.2	-10.7	-0.6	1.1
O=C(COC(=O)COc1ccccc1F)Nc1cccc(S(=O)(=O)N2CCCCC2)c1	-7.8	2.0	-7.3	-6.8	5.2	-12.2	-12.6	2.3	-1.5
COc1cc(NC(=O)CN2C(=O)NC(C)(c3ccc(OC(F)F)cc3)C2=O)cc(OC)c1OC (configuration not stated)	-8.4	4.7	-10.9	2.5	3.4	19.3	19.1	5.8	5.4
O=C(C1CCCCC1)N1CCC2CC1c1cc(N3CCCCC3)ccc12 (configuration not stated)	/	2.7	6.5	0.7	/	13.2	/	0.3	-9.5
Cc1nn(CC(C)C)c(Cl)c1C(=O)N(C)CC(=O)Nc1ccc(Cl)cc1	/	1.2	-4.6	-1.0	/	5.3	/	2.9	-0.7
COc1ccc(C(C(=O)NC2CCCC2)N(Cc2ccc(C)cc2)C(=O)c2ccn[nH]2)cc1OC (configuration not stated)	-0.2	1.3	-22.0	-4.6	-0.2	10.6	-11.8	8.3	-6.8
O=C(C1CC1)N1CCN(c2nc3ccccc3s2)CC1	-3.2	1.9	-9.3	1.7	0.1	4.0	-12.6	1.3	-0.5
COc1ccc(NC2=NCC(=O)N2c2ccccc2F)c(OC)c1	0.1	0.3	-13.9	-25.7	0.6	7.5	-2.5	7.3	-1.9
Cc1nnc(N)nc1C	-7.7	0.8	-10.1	-5.2	1.0	15.8	-7.5	13.1	-3.1
Cc1csc2nc(CNS(=O)(=O)c3ccc(-c4ccccc4)cc3)cn12	-4.8	8.1	9.2	1.2	7.9	7.5	3.3	2.2	11.5

Compounds as they come (roughly 3.3% active in at least one column).
